SKKanGAS inh: SKKanGAS growth inhibition; actives 1.3% (n = 300,000); inhibition, % at 7.5 µM; S. pyogenes SKKanGAS, kanamycin growth, BacTiter-Glo, 6 h;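 active means mean replicate score, as percent of positive control median, at least 50; inconclusive means mean below 50 but one replicate at or above 50; inactive means mean and every replicate below 50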;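 further: strain carries kanamycin resistance gene driven by streptokinase promoter and grows in 40 µg/ml kanamycin; loss of luminescence reflects streptokinase promoter inhibition or plain growth inhibition; 0% = median of DMSO wells and 100% = positive control at its reference dose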
HIF act: HIF pathway transcriptional activation. U2OS HRE-luciferase reporter, luminescence; normalized: DMSO 0%, desferrioxamine 100%. activation, % at 7.5 µM (by protocol). actives 0.32% (n = 300,000);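 active means mean activation of at least 10% of the iron chelator positive control signal, with at least half of replicates also reaching 10%; inconclusive means mean and replicate majority disagree about reaching 10%; inactive means mean and most replicates under 10%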
AI-2 QS modul: Vibrio harveyi AI-2 quorum sensing modulation. actives 0.4% (n = 300,000). activity change, % at 7.5 µM. AID 2094. Vibrio harveyi JMH597 AI-2 luminescence/OD600 ratio, 9 h; stronger effect = lower value; strain lacks LuxN and CqsS sensors; 0 = neutral-control median; in the data active means activity change below about -75%, passing the limit was not always enough; inconclusive means no clear call, values can overlap the other calls;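 further: luminescence divided by OD600 gain over 9 h not by final OD600 alone; inactives centre near 13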
Platelet DG rel: platelet dense granule release activity; human platelet-rich plasma, SFLLRN dense granule ATP release, luminescence; inhibition, %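 (compounds screened at 7.5 µM in platelet-rich plasma)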; actives 0.22% (n = 300,000); AID 1663;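 active means mean replicate score, as percent of positive control, at or above 50; inconclusive means mean below 50 but at least one replicate at or above 50; inactive means mean and every replicate below 50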
HSP90 inh: blocks HSP90-mediated luciferase refolding in reticulocyte lysate; AID 1789; Rabbit reticulocyte lysate, luciferase refolding luminescence, 3 h; inhibition, % at 5.6 µM; actives 0.91% (n = 290,000);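 active means inhibition above the screen-wide mean plus 3 SD, computed separately per campaign, cut at about 16% in these data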;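 further: 0% = DMSO wells and 100% = 60 µM geldanamycin wells; inhibitors lower the luminescence because luciferase stays unfolded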
HSF1 inhib: HSF1 inhibition; NIH3T3-HGL HSE-luciferase, MG132-induced, luminescence 8 h; stronger effect = lower value; actives 0.77% (n = 300,000); AID 2098; activity change, negative = inhibition, % at 7.5 µM (by protocol);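 active means more than half of replicate wells show activity change below -50%, luminescence cut by over half; inconclusive means some wells, but at most half, below -50%; inactive means no replicate well below -50%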;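 further: luciferase reports HSF-1 transcriptional activity via heat shock element; 0% = median of DMSO wells and -100% = zero luminescence signal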
IEC-6 tox: kills IEC-6 intestinal cells in KLF5 counter-screen | IEC-6 cytotoxicity, luminescence viability | inhibition, % at 5 µM | actives 0.78% (n = 290,000); in the data active means inhibition above about 22%;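 further: 0% = plate median of test compound wells and 100% = cytotoxic reference compound wells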
KLF5 inhibitor: kruppel-like factor 5 inhibition; DLD-1 KLF5 promoter-luciferase reporter, luminescence; inhibition, % at 5 µM; actives 0.23% (n = 290,000); AID 1700;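 active means inhibition above a per-plate limit of that plate's mean compound inhibition plus 3 SD, cut at about 60% in these data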;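 further: 0% = DMSO wells and 100% = LY294002 at 200 µM; higher means less KLF5 promoter-driven luciferase light; inactives centre near -14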
aSyn UTR inh: MLPCN primary screen, SNCA 5' untranslated region. alpha-synuclein 5'UTR reporter, inhibitor activity. inhibition, % (tested at 7.5 µM). actives 0.82% (n = 300,000). AID 1813; in the data active means inhibition above about 60%; inconclusive means no clear call, values can overlap the other calls;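 further: H4 neuroglioblastoma cells stably carrying SNCA 5'UTR luciferase fusion; 0% = DMSO wells and 100% = positive control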
HSF-1 act: increases HSF-1 driven luciferase reporter signal. NIH3T3-HGL HSF-1 luciferase reporter, MG132, 8 h; 100% = twice DMSO control signal. activation, % at 9 µM. AID 504408. actives 1.7% (n = 300,000);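 active means mean replicate activation of at least 50% with a set share of replicates each reaching 50%; inconclusive means only one of those two conditions met; inactive means mean below 50% and too few replicates reaching it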;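 further: 0% = median of the neutral control wells and 100% = twice that signal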
The depositor's hits bear a star; ? = inconclusive; . = no result given. A portion of the library; count on the stated rates, not on these rows.

SMILES	SKKanGAS inh	HIF act	AI-2 QS modul	Platelet DG rel	HSP90 inh	HSF1 inhib	IEC-6 tox	KLF5 inhibitor	aSyn UTR inh	HSF-1 act
Cc1ccc(S(=O)(=O)N2CC3CC(C2)c2cccc(=O)n2C3)cc1 (stereo unspecified)	0	-0.1	20	11	-1	-37	0	-17	12	-39
CCOC(=O)C1(c2ccccc2)CCN(CCC(=O)Nc2ccccc2OC)CC1	-3	0.1	11	-1	1	-3	-3	-21	16	6
COC(=O)C1=C(c2ccc(S(C)(=O)=O)cc2)C[C@@H]2CC[C@H]1N2C(=O)NCc1ccc(F)cc1	-5	-0.2	13	-3	.	-1	.	.	2	-2
CC(Cc1ccccc1)NC=O (stereo unspecified)	2	-0.1	13	-2	-3	-1	-2	-34	0	1
CCCc1nc2ccccc2c(=O)n1-c1ccc(OC)cc1	-3	-1.0	14	3	-2	-9	-5	-28	3	0
CN(C)c1ccc(C=C2C(=O)NC(=S)NC2=O)cc1[N+](=O)[O-]	.	.	13	.	-7	.	-7	-11	.	.
Cc1cccc(-n2c(-c3cccs3)nc3ccccc3c2=O)c1	9	0.3	14	-9	0	-1	-4	-12	-6	-5
Cn1c(O)c(C(=N)COc2cccc(Cl)c2)c(=O)n(C)c1=O	3	-0.5	12	-2	0	-10	-3	-19	-58	0
C=CCn1c(C)c(C=C2C(=O)NC(=O)NC2=O)c2ccccc21	-1	1.6	31	-1	6	-12	3	-17	-6	-23
CCC(=NCCN1CCOCC1)c1c(O)n(-c2ccccc2C)c(=O)[nH]c1=O	4	-0.9	-1	0	4	-5	-8	-1	18	-6
CCCCC(=O)N/N=C/c1c(O)n(-c2cccc3ccccc23)c(=O)[nH]c1=O	0	-0.4	18	2	2	-1	3	-17	-11	20
COc1cccc(N2C(=O)NC(=O)/C(=C\c3cn(C)c4ccccc34)C2=O)c1	-1	0.3	26	3	4	-4	2	-7	-2	6

Random excerpt: six compounds from above, in no set order.
SMILES	SKKanGAS inh	HIF act	AI-2 QS modul	Platelet DG rel	HSP90 inh	HSF1 inhib	IEC-6 tox	KLF5 inhibitor	aSyn UTR inh	HSF-1 act
COC(=O)C1=C(c2ccc(S(C)(=O)=O)cc2)C[C@@H]2CC[C@H]1N2C(=O)NCc1ccc(F)cc1	-5	-0.2	13	-3	.	-1	.	.	2	-2
Cc1ccc(S(=O)(=O)N2CC3CC(C2)c2cccc(=O)n2C3)cc1 (stereo unspecified)	0	-0.1	20	11	-1	-37	0	-17	12	-39
Cc1cccc(-n2c(-c3cccs3)nc3ccccc3c2=O)c1	9	0.3	14	-9	0	-1	-4	-12	-6	-5
CCOC(=O)C1(c2ccccc2)CCN(CCC(=O)Nc2ccccc2OC)CC1	-3	0.1	11	-1	1	-3	-3	-21	16	6
COc1cccc(N2C(=O)NC(=O)/C(=C\c3cn(C)c4ccccc34)C2=O)c1	-1	0.3	26	3	4	-4	2	-7	-2	6
Cn1c(O)c(C(=N)COc2cccc(Cl)c2)c(=O)n(C)c1=O	3	-0.5	12	-2	0	-10	-3	-19	-58	0

Further results.
SMILES	SKKanGAS inh	HIF act	AI-2 QS modul	Platelet DG rel	HSP90 inh	HSF1 inhib	IEC-6 tox	KLF5 inhibitor	aSyn UTR inh	HSF-1 act
O=C(O)c1cccc2nc3ccccc3nc12	3	-0.3	40	-1	3	11	40*	-26	59	25
O=C(Nc1ccccc1)c1cccn(Cc2ccccc2)c1=O	2	1.7	-31	2	-2	26	-4	-85	-96	26
CCC(Oc1cc(Cl)ccc1Cl)C(=O)N1CCC2(CC1)OCCO2 (stereo unspecified)	3	-0.1	26	-1	-1	1	-3	-1	-8	2
COc1ccc(C(=O)Oc2cccc3cccnc23)cc1S(=O)(=O)N1CCOCC1	1	2.0	18	2	-6	1	-6	-5	10	0
Cc1ccc(-n2c(O)c(C=Nc3ccc(S(N)(=O)=O)cc3)c(=O)[nH]c2=O)cc1	0	0.1	17	0	-3	-11	-5	-12	-4	-5
CC(=O)c1ccc(OC(C)C)c(Cc2c(O)[nH]c(=S)[nH]c2=O)c1	5	-0.8	50	-1	0	-5	1	5	16	26
Cc1cc(OCC(=O)O)c2c3c(c(=O)oc2c1)CCCC3	-4	-0.1	-6	4	1	-7	1	-3	-2	-1
CC(C)(C)NC(=O)Cn1cc(C(=O)c2ccccc2F)c2ccccc21	2	0.8	3	3	-1	-6	-5	-13	-7	0
O=[N+]([O-])c1ccccc1CN1CC=C(c2ccc(F)cc2)CC1	11	-26	4	-3	3	-4	-3	-33	-13	-12
CC(Cc1ccccc1)[n+]1cc(/N=C(\[O-])Nc2ccccc2)on1 (stereo unspecified)	-2	-0.6	4	8	-1	-5	0	-10	-40	-3
CCn1c(NN=O)nc2ccccc21	27	4.9	20	-1	-3	-10	3	-15	74*	-6
OC(CNC1CCCCC1)C(F)(F)F (stereo unspecified)	3	-0.2	11	5	-1	5	-2	-6	1	8
CCCCn1c(=O)c(C(=O)Nc2cnccn2)c(O)c2ccccc21	-5	-0.1	4	-4	6	6	-2	-27	31	-18
COc1ccccc1N1CCN(CCc2ccccc2)CC1	5	1.1	4	1	3	-10	3	-15	-10	-6
CC(C(=O)c1c[nH]c2ccccc12)N1CCN(C(=O)c2ccco2)CC1 (stereo unspecified)	3	0.2	27	-1	-1	-5	-2	-9	-4	-1
Cc1ccccc1CN1CCCN(Cc2ccc(Cl)cc2)S1(=O)=O	63*	-1.3	18	-2	4	0	0	-33	-17	-4
COCCCN1CCN(c2nnc3n2-c2sc(Br)cc2C(c2ccccc2Cl)=NC3)CC1	-2	-0.6	8	3	0	-3	0	-30	-2	0
C=CCn1c(O)c(C(C)=NCc2ccco2)c(=O)[nH]c1=O	-8	-0.8	17	0	2	9	-5	-14	20	13
CN(C)C(Cc1ccccc1)C(=O)c1ccc(-c2ccccc2)cc1 (stereo unspecified)	11	0.5	35	2	1	-5	0	-15	-31	2
Cc1ccc(C)c(Cn2c(C(=O)O)c(C=O)c3ccccc32)c1	1	-0.9	8	0	-1	-1	-1	-2	1	7
COc1ccc(OCCSc2nnnn2C2CCCCC2)cc1	.	.	35	.	1	.	-3	-55	.	.
Cc1ccc2[nH]c(C)c(CCNCc3ccco3)c2c1	1	-0.4	17	19	-3	-11	2	-38	10	-16
CN1C2CCC1CC(OC(=O)c1ccc(Cl)cc1)C2 (stereo unspecified)	-7	0.0	19	-10	-4	-1	0	-16	1	1
CCN1CCN(C(=O)Cc2ccccc2OC)CC1	-6	0.0	34	16	-4	1	-7	-51	1	1

Grouped by structure, those above with a COOH group
SMILES	SKKanGAS inh	HIF act	AI-2 QS modul	Platelet DG rel	HSP90 inh	HSF1 inhib	IEC-6 tox	KLF5 inhibitor	aSyn UTR inh	HSF-1 act
O=C(O)c1cccc2nc3ccccc3nc12	3	-0.3	40	-1	3	11	40*	-26	59	25
Cc1cc(OCC(=O)O)c2c3c(c(=O)oc2c1)CCCC3	-4	-0.1	-6	4	1	-7	1	-3	-2	-1
Cc1ccc(C)c(Cn2c(C(=O)O)c(C=O)c3ccccc32)c1	1	-0.9	8	0	-1	-1	-1	-2	1	7

Additional records.
SMILES	SKKanGAS inh	HIF act	AI-2 QS modul	Platelet DG rel	HSP90 inh	HSF1 inhib	IEC-6 tox	KLF5 inhibitor	aSyn UTR inh	HSF-1 act
O=c1[nH]c(O)c(/C=C2\C=Nc3ccc(OCc4ccccc4)cc32)c(=O)[nH]1	1	-0.8	14	2	-1	6	-1	-47	-24	16
O=C(c1ccccc1F)c1cn(Cc2ccc(F)cc2)c2ccccc12	4	.	22	0	-2	.	-4	-2	38	.
COc1ccccc1CN1CCCC(C(=O)c2ccccc2SC)C1 (stereo unspecified)	16	-0.1	-7	4	5	-9	9	5	?	1
CC1(C)Cc2c(C#N)c(N3CCNCC3)nc(-c3ccco3)c2CS1	-1	-0.3	-1	-11	-1	2	4	-6	7	-9
Cc1cc(O)c(CN2CC=C(c3ccccc3)CC2)cc1C(C)C	-8	-0.2	23	2	-3	-3	-2	7	19	-6
COc1ccc(-n2nc(C(=O)NCC(=O)N3CCC4(CC3)OCCO4)c3ccccc3c2=O)cc1Cl	3	2.0	23	9	1	11	-2	-45	-45	7
Cc1nn(Cc2ccccc2Cl)c(Cl)c1C(=O)OCC(=O)NCc1ccco1	-6	0.0	13	0	1	12	-1	-9	26	15
CCCCCCC(=O)N/N=C/c1c(O)n(C2CC2)c(=S)[nH]c1=O	-2	-0.3	44	-10	5	-2	-4	11	2	-20
COc1ccc(CCC(=O)NCCc2cnc[nH]2)cc1	-5	0.1	14	13	-3	-15	2	-20	-15	-3
Cc1ccc(C2(O)CCN3CCCCC32)cc1 (stereo unspecified)	0	-0.5	31	-2	3	0	8	-4	-21	9
N=C1c2ccccc2CN1NC(=O)c1ccc(F)cc1	-6	0.2	10	4	0	-3	1	2	-62	5
COc1ccc(-c2nn(CCC#N)cc2C(=O)Nc2ccccc2Br)cc1[N+](=O)[O-]	2	.	-4	-2	0	.	-1	-31	-1	.
CC(=O)NN1C(=O)c2ccccc2NC1c1cccnc1 (stereo unspecified)	1	-1.3	15	-2	-2	0	-5	-11	-1	-5
CCN1CCN(Cc2nnnn2C(C)(C)C)CC1	-3	-0.1	2	-4	-1	5	2	-27	4	-4
CN[C@@H](C)[C@@H](O)c1ccccc1	1	-0.3	-8	-2	-7	-2	-2	-64	0	-20
C=CCn1c(O)c(C(CC)=Nc2ccc(N(CC)CC)cc2)c(=O)[nH]c1=O	101*	-0.5	-1	-10	0	-8	-4	-10	1	-10
CC(C)(C)c1ccc(C(=O)C2CCCN(C3CCC3)C2)cc1 (stereo unspecified)	7	-0.9	-11	-5	2	-1	0	-22	-72	-21

Source: PubChem
